Diaph act CS – counter-screen for diaphorase-based assays: diaphorase activators and chemical reducers; Diaphorase/resazurin coupled assay, resorufin fluorescence, 16 min; hits give high values; 1 = vehicle wells, 0 = NADH-free wells; activation factor at 20 µM; hit rate 0.005% among 190,000; AID 1229;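 active = diaphorase activity raised at least twofold by the compound at 20 µM; inactive = activation factor below 2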
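Material: Clostridium kluyveri diaphorase, purified enzyme; Quantity: enzyme 0.07 U/mL final; Medium: HEPES pH 7.4 buffer with MgCl2 and Tween 20; Dosing: single compound dose of 20 µM, 1% DMSO final; Schedule: 16 min reaction at room temperature; Measured by: red resorufin fluorescence at 544/590 nm excitation/emission.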
PMI act – activators of human phosphomannose isomerase; activation factor at 20 µM; AID 1214; P34949; purified human PMI, coupled resazurin fluorescence, 20 min; hits give high values; 1 = vehicle control, 0 substrate-free wells; hit rate 0.005% among 190,000;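 active = activation factor of 2 or more at 20 µM, relative to plate controls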
Target sequence (P34949 whole entry, looked up): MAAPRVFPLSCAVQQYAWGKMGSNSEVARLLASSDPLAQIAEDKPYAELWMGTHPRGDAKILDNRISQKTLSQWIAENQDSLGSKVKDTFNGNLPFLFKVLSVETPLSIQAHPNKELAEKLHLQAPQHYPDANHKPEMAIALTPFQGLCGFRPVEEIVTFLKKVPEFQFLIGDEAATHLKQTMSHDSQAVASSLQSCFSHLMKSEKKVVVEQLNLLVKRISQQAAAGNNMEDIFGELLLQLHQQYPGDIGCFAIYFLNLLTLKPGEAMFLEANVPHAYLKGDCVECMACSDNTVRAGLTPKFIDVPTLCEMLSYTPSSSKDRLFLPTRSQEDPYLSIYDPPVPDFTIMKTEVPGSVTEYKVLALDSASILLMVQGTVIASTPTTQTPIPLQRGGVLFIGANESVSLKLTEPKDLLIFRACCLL
Diaph inh CS – inhibits diaphorase or chemically oxidizes, flagging diaphorase assay artifacts | diaphorase resazurin-to-resorufin fluorescence, NADH, 16 min; bacterial (C. kluyveri) enzyme, not human | inhibition, % at 20 µM | hit rate 0.69% among 190,000 | AID 1217;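 active = primary screen inhibition at 20 µM above a set limit, cut at about 50% in these data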;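 also: plate controls were DMSO with full reaction for no effect and wells lacking NADH for full effect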
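material = Clostridium kluyveri diaphorase enzyme | amount = 0.14 U/mL diaphorase, enzyme working solution | schedule = incubation 16 min, room temperature | detection = fluorescence of resorufin formed from resazurin, Ex 544/Em 590 nm | benchmarks = positive control minus NADH, DMSO neutral control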
TNAP inh no acc – blocks human TNAP activity with no phosphate acceptor present | inhibition, % at 20 µM | hit rate 0.26% among 200,000 | purified TNAP, CDP-star luminescence, 30 min | P05186;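 active = tissue-nonspecific alkaline phosphatase inhibition above about 50% at 20 µM in the single-dose screen, limit read from the data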;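 also: 0% = DMSO negative control and 100% = EDTA positive control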
Target sequence (P05186 whole entry, looked up): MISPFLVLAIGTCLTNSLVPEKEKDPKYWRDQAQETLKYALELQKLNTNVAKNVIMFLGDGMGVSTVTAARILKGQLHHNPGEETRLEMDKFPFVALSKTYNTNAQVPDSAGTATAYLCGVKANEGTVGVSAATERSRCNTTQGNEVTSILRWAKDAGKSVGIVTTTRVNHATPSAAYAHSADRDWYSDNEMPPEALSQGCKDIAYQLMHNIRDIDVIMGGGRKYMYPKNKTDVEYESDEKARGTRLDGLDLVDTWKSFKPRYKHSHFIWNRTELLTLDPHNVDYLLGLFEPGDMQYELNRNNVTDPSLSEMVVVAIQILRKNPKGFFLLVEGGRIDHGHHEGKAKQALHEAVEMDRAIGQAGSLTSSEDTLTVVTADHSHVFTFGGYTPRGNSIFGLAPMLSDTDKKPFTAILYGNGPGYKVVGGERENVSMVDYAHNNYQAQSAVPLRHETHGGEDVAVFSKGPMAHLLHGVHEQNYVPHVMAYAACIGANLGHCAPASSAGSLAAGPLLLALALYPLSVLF
bIAP activator – increases bovine intestinal alkaline phosphatase activity. purified bovine IAP, CDP-star luminescence, 30 min; hits give high values; fold of DMSO-control signal, blank-subtracted. activation factor at 20 µM. hit rate 0.17% among 200,000. AID 1016;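 active = activation factor of 2 or more at 20 µM, a signal rise over negative controls twice the positive control's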
bIAP inhibitor – intestinal alkaline phosphatase (bovine) inhibition; 190,000 tested, under 10 active; AID 1019; purified bovine IAP, CDP-star luminescence, 30 min; inhibition, % at 20 µM;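 active = over 50% inhibition of intestinal alkaline phosphatase at 20 µM in the single-dose screen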
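Assay system – bovine IAP enzyme · Quantity – bovine IAP at 1/65,000,000 final dilution · Detection – CDP-star luminescence signal · Times – 30 min reaction at room temperature · Also added – CDP-star substrate at 30 µM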
L major viab – reduces viability of Leishmania major promastigotes; resazurin fluorescence viability; inhibition, % at 10 µM; hit rate 9% among 200,000; in the data active = inhibition above about 50%;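 also: promastigotes grown with compound for 44 hours at 28 °C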
TNAP act hiacc – activators of human TNAP at high phosphate acceptor concentration. purified TNAP, CDP-star luminescence, 1 M DEA, 30 min; hits give high values; 0 = EDTA background, 1 = DMSO-only activity. P05186. AID 1136. 200,000 tested, under 10 active. activation factor at 20 µM;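 active = activation factor at least 2 at 20 µM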
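Control set: EDTA negative control, DMSO positive control / Assay system: human TNAP / Quantity: TNAP 1/800 final / Evaluation: TNAP activation factor scaled between EDTA and DMSO control wells / Measured by: luminescent substrate turnover signal / Compound dosing: one dose, 20 µM / Times: 30 min enzyme reaction at room temperature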
PMI act satM6P – PMI (human) activation, high substrate. hit rate 0.34% among 190,000. AID 1216. coupled PMI enzyme assay, resazurin fluorescence, 20 min; hits give high values; 1 = untreated enzyme, 0 = substrate-free blank. P34949. activation factor at 20 µM;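 active = activation factor of 2 or more at 20 µM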
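Test system: human phosphomannose isomerase with PGI, G6PDH, diaphorase coupling enzymes; amount: 15 ng/mL PMI; incubation: enzyme reaction with compound 20 min at room temperature; technique: resorufin fluorescence (Ex 544/Em 590 nm) from resazurin via diaphorase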
TNAP inh hi DEA – blocks human TNAP under high phosphate acceptor concentration | purified TNAP, CDP-star luminescence, 1 M DEA | inhibition, % at 20 µM | hit rate 0.03% among 200,000 | AID 1135;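 active = over 50% inhibition of tissue-nonspecific alkaline phosphatase at 20 µM in the single-dose screen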;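 also: plate controls were DMSO wells for no effect and EDTA-quenched wells as full inhibition for full effect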
* = called active by the depositor; x = no result given.

[1] C[n+]1cccc(CNC(=O)/C=N/O)c1
[2] Cc1ccc(-n2cccc2/C=N/n2cnnc2)cc1Cl
[3] Clc1ccc(CSc2nnc([C@@H]3CCCN3)o2)cc1
[4] COc1ccccc1C1NC=C([N+](=O)[O-])C=C1[N+](=O)[O-] (stereo unspecified)
[5] Cc1sc2nc(CSc3ccccc3)nc(N3CCN(C)CC3)c2c1C
Compound	1	2	3	4	5
Diaph act CS	0.9	0.9	0.9	0.9	0.8
PMI act	0.9	1	1.1	1	0.9
Diaph inh CS	5	14	11	13	15
TNAP inh no acc	-7	-19	-9	57*	-3
bIAP activator	1	0.8	0.9	1	0.9
bIAP inhibitor	3	17	6	2	6
L major viab	-7	2	-4	29	98*
TNAP act hiacc	1	1.1	1.1	0.9	1
PMI act satM6P	1.2	1	1	1	0.8
TNAP inh hi DEA	0	-6	-6	6	-4

[6] Cc1ccc(NC(=S)N(CCN2CCCCC2)Cc2ccco2)cc1Cl
[7] O=C(CCCSc1nc2ccccc2[nH]1)NCc1ccc(Cl)cc1
[8] O=C(OCn1nnc2ccccc2c1=O)c1cccs1
[9] O=C(Cc1cccs1)Nc1cc(SCCO)cc([N+](=O)[O-])c1
[10] Cc1ccc(O)c(C(CC(=O)NCc2cccnc2)c2ccccc2)c1 (stereo unspecified)
Compound	6	7	8	9	10
Diaph act CS	0.9	1	0.9	0.9	0.9
PMI act	0.8	0.5	0.9	1	0.9
Diaph inh CS	7	3	12	13	6
TNAP inh no acc	-2	2	-12	-7	-6
bIAP activator	0.7	1	0.8	1	0.9
bIAP inhibitor	31	2	18	1	10
L major viab	34	12	-8	49	2
TNAP act hiacc	1	1	1	1	1
PMI act satM6P	0.9	1	1	1	0.9
TNAP inh hi DEA	0	0	0	-5	-2

[11] Cc1ccc2nc(C)c(C(=O)O)cc2c1
[12] O=C(c1n[nH]c2ccccc12)N1CCCCC1
[13] Cc1cccc(N(CC(=O)NC2CCCC2)C(=O)c2nsc(Cl)c2Cl)c1C
[14] CCN1C(=O)CC(N2CCN(c3ccc(Cl)cc3)CC2)C1=O (stereo unspecified)
[15] O=c1cc(O)c2sc3nc(-c4cccnc4)cc(C(F)(F)F)c3c2[nH]1
Compound	11	12	13	14	15
Diaph act CS	1	0.9	0.9	0.8	0.9
PMI act	1.2	0.9	0.9	1	0.9
Diaph inh CS	-1	6	13	20	10
TNAP inh no acc	-10	82*	-5	-19	-12
bIAP activator	0.7	0.9	1	0.9	1
bIAP inhibitor	30	8	-5	8	2
L major viab	-5	-8	5	-8	1
TNAP act hiacc	1	1	1	1.1	1
PMI act satM6P	1	0.9	0.9	1	1
TNAP inh hi DEA	-2	0	-4	-12	2

[16] c1cncc(-c2noc(C34CC5CC(CC(C5)C3)C4)n2)c1
[17] Cc1ccc(C)c(NS(=O)(=O)c2cc(C(=O)NCCC3=CCCCC3)ccc2C)c1
[18] Cc1ccc(C)c(NC(=O)CCn2cnnn2)c1
[19] CN=C1NN=C(c2cc(C)n(-c3c(C)n(C)n(-c4ccccc4)c3=O)c2C)CS1
[20] O=C(c1cccnc1)c1cccnc1
Compound	16	17	18	19	20
Diaph act CS	1	0.8	0.9	0.8	0.9
PMI act	1	0.8	0.9	1	1
Diaph inh CS	4	24	12	17	7
TNAP inh no acc	-1	-1	-2	-3	-6
bIAP activator	0.9	0.9	1.2	0.9	1.1
bIAP inhibitor	7	6	-22	7	-7
L major viab	14	25	-6	36	-5
TNAP act hiacc	1	1	1	1	1
PMI act satM6P	1	0.9	0.9	0.9	1
TNAP inh hi DEA	-2	-3	2	0	-3

[21] Cc1cc(=O)nc2c3ccccc3n(C(C)C(=O)Nc3c(F)c(F)c(F)c(F)c3F)n12 (stereo unspecified)
[22] COc1cccc(NC(=O)Nc2ccccc2Br)c1
[23] O=C(c1ccco1)N1CCN=C1SCc1cccc(Cl)c1
[24] CCn1c(O)c(N=NC(=O)Cc2csc(N3CCOCC3)n2)c2ccccc21
[25] COc1ccc(Nc2nc(NCc3ccco3)nc(N/N=C/c3ccc(O)cc3)n2)cc1
Compound	21	22	23	24	25
Diaph act CS	0.9	1	0.9	0.7	1
PMI act	0.9	0.9	0.9	1	1.1
Diaph inh CS	12	-2	8	25	1
TNAP inh no acc	-7	-5	-14	-7	-35
bIAP activator	1.1	1	0.9	1.1	1
bIAP inhibitor	-10	-4	9	-7	1
L major viab	2	14	-10	-11	9
TNAP act hiacc	1	0.9	1	1	1
PMI act satM6P	0.9	0.9	1	0.9	1.1
TNAP inh hi DEA	0	5	-2	-5	-2

[26] C[C@H]1C=C(C(=O)N2CCN(Cc3ccc4c(c3)OCO4)CC2)O[C@@H](OCc2ccc(CO)cc2)C1
[27] CC(C)c1ccc(Nc2ncccc2C(=O)O)cc1
[28] CN1OC(COC(=O)c2ccccc2)CC1c1ccccc1 (stereo unspecified)
[29] O=C(c1cc2cc([N+](=O)[O-])ccc2oc1=O)N1CCN(c2ncccn2)CC1
[30] NS(=O)(=O)c1ccc(CCNC(=O)NC23CC4CC(CC(C4)C2)C3)cc1
Compound	26	27	28	29	30
Diaph act CS	0.8	1.1	1	1	1
PMI act	0.9	1	1.1	1	1
Diaph inh CS	20	-5	2	3	4
TNAP inh no acc	-3	-6	4	-10	-11
bIAP activator	0.9	1.1	0.9	0.9	1
bIAP inhibitor	8	-15	6	10	-3
L major viab	-1	-2	-4	-4	7
TNAP act hiacc	1.1	1.1	1.1	1	1
PMI act satM6P	0.9	1	1.1	1	1
TNAP inh hi DEA	-5	-6	-5	-1	0

[31] COc1ccc(/C=N/NC(=O)CNc2c(Br)cc(C)cc2Br)c(C(=O)O)c1OC
[32] CCOc1ccc(OCC)c(NC(=O)C2CCCN(S(=O)(=O)c3cccs3)C2)c1 (stereo unspecified)
[33] COc1cc(C(=O)NC(=S)Nc2ccc(NC(=O)c3ccco3)cc2)cc(OC)c1OC
[34] COC(=O)c1ccc(/C=C(\C#N)C(=O)NC(C)c2ccccc2)cc1 (stereo unspecified)
[35] COc1cccc(N2CCN(C(=S)Nc3cc(C)cc(C)c3)CC2)c1
Compound	31	32	33	34	35
Diaph act CS	1	0.9	0.9	0.8	1
PMI act	1.2	0.9	0.9	0.9	1
Diaph inh CS	-3	12	11	16	0
TNAP inh no acc	-9	-8	-4	2	-10
bIAP activator	0.8	1	1.1	0.9	1.2
bIAP inhibitor	15	1	-14	8	-19
L major viab	2	7	27	99*	-2
TNAP act hiacc	1	1	1	1	1
PMI act satM6P	1	0.9	0.9	0.9	1
TNAP inh hi DEA	-3	-1	-2	4	-4

[36] COc1ccc(C(C(=O)Nc2ccc3c(c2)OCO3)N(C)C(=O)Cc2c[nH]c3ccccc23)cc1 (stereo unspecified)
[37] CCn1c(N)c(C(=O)Nc2ccccc2C(=O)OC)sc1=S
[38] O=C1c2ccccc2C(=O)N1CCc1nc(-c2ccccn2)no1
[39] Cc1ccc(C(=O)NCCc2ccncc2)cc1
[40] CCCSc1nnc2c(n1)OC(c1cccn1C)N(C(C)=O)c1ccccc1-2 (stereo unspecified)
Compound	36	37	38	39	40
Diaph act CS	0.9	0.8	0.9	1	0.9
PMI act	0.9	0.8	1	1	1
Diaph inh CS	14	17	13	2	10
TNAP inh no acc	-30	-7	-18	-6	-19
bIAP activator	1	0.9	1	1	0.9
bIAP inhibitor	-2	8	-3	4	12
L major viab	39	-5	-9	-4	-7
TNAP act hiacc	1	1	1.1	1	1
PMI act satM6P	0.8	0.9	1	0.9	1.1
TNAP inh hi DEA	-1	0	-7	2	-5

[41] CCN(CC)S(=O)(=O)c1ccc(N2CCOCC2)c(NC(=O)c2ccc(F)cc2)c1
[42] O=C(c1cccc([N+](=O)[O-])c1)N1CC2C3C=CC(C3)C2C1 (stereo unspecified)
[43] CCOC(=O)CCC(=O)Nc1ccc(S(=O)(=O)N2CCCCC2)cc1
[44] CN(C)CCCNCC(=O)Nc1ccccc1N1CCOCC1
[45] O=C(C1=C[C@H](c2ccc(Br)cc2)C[C@H](OCCCCO)O1)N1CCOCC1
Compound	41	42	43	44	45
Diaph act CS	1	0.9	0.9	0.9	0.6
PMI act	0.9	0.9	1	0.9	0.9
Diaph inh CS	0	8	6	14	44
TNAP inh no acc	-2	-3	-8	-10	-12
bIAP activator	1.5	1	1	0.9	1
bIAP inhibitor	-47	3	1	6	2
L major viab	-5	6	-6	-5	-8
TNAP act hiacc	1	1	1.1	1.1	1.1
PMI act satM6P	0.9	0.9	1	1	0.9
TNAP inh hi DEA	-5	3	-6	-8	-7

[46] CCC(=O)N1CCc2cc(S(=O)(=O)CCC(=O)NC(C)CC)ccc21 (stereo unspecified)
[47] O=C(Cc1ccc(Br)cc1)OCC(=O)c1ccc2c(c1)OCCO2
[48] CN(CC(=O)NCc1ccccc1)S(=O)(=O)c1cnc[nH]1
[49] CC(=O)Nc1ccc(S(=O)(=O)NC2(C(F)(F)F)C(=O)Nc3c2c(=O)[nH]c(=O)n3Cc2ccccc2)cc1 (stereo unspecified)
[50] CN(C)CCCNC(=O)C(=O)NCC1CCCO1 (stereo unspecified)
Compound	46	47	48	49	50
Diaph act CS	1	0.8	1	0.8	1.1
PMI act	1.1	0.9	1.1	1.1	1.1
Diaph inh CS	3	24	-4	20	-5
TNAP inh no acc	-13	-9	-13	-7	-10
bIAP activator	1	0.9	1	1.4	1
bIAP inhibitor	4	14	-4	-37	2
L major viab	-1	-7	-3	10	-10
TNAP act hiacc	1	1	1	1.1	1
PMI act satM6P	1	1	1	1.1	1.1
TNAP inh hi DEA	-2	-3	-3	-9	-4

[51] Cc1ccc(C)c(NC(NC(=O)c2ccccn2)C(Cl)(Cl)Cl)c1 (stereo unspecified)
[52] O=C(O)c1ccc(CSc2nnc(-c3ccccc3Cl)n2-c2ccccc2)cc1
[53] CC(=O)c1ccc2noc(-c3ccccc3)c2c1
[54] Cc1ccc(CNC(=O)Cn2c([N+](=O)[O-])cnc2C)cc1
[55] Cc1nc(NC(=O)Nc2ccc(Cl)cc2)sc1C
[56] Oc1ccccc1CNc1cccc2cccnc12
Compound	51	52	53	54	55	56
Diaph act CS	0.9	0.8	x	0.9	1.1	0.3
PMI act	0.8	1	x	0.9	1.1	0.7
Diaph inh CS	9	17	x	13	-11	66*
TNAP inh no acc	-3	-4	0	0	-3	-6
bIAP activator	1	1.1	1	0.9	1	0.9
bIAP inhibitor	-3	-6	-4	11	0	7
L major viab	6	-6	5	-7	4	4
TNAP act hiacc	1	1	1	1	1.1	0.9
PMI act satM6P	0.7	1	x	0.9	1.2	0.5
TNAP inh hi DEA	1	1	0	-3	-5	8

Assay outcomes (PubChem)
